From PubChem
TROY NFkB inh: inhibitors of TROY-dependent NF-kB signaling. hit rate 0.98% among 360,000. Q293 LMP1-TROYcd NF-kB luciferase reporter, 4 h. inhibition, % at 10 µM;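 active = compounds whose plate-normalised and pattern-corrected inhibition of the luciferase reporter signal at the single screening dose is 50% or more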
KKLEB tox: reduces viability of KKLEB cystic fibrosis airway cells | KKLEB CF airway cells viability, ATPlite luminescence, overnight; stronger effect = lower value; cells stimulated with P. aeruginosa culture filtrate | activity change (cytotoxicity), % at 5 µM | hit rate 0.36% among 360,000 | AID 602141;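 active = corrected activity change at or below -50% at 5 µM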
NR2F2 inh: NR2F2 (human) inhibition, primary screen | inhibition, % at 8.6 µM | HEK293T NGFI-A luciferase reporter, luminescence | AID 686940 | hit rate 0.7% among 370,000 | P24468;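 active = inhibition above a per-plate cutoff, mean inhibition of test wells between control levels plus 3 SD, cut at about 38% in these data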;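 note: cells cotransfected with COUP-TFII expression vector driving the NGFI-A reporter; 0% = median of COUP-TF2 test wells and 100% = reporter-only cells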
NCOA2 inhibitor: human SRC2 (NCOA2) inhibition | HEK293 GAL4-SRC2 luciferase reporter, luminescence | inhibition, % at 9 µM | hit rate 0.17% among 370,000;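 active = inhibition above the mean inhibition of all tested compounds plus 3 SD, set per campaign, cut at about 52% in these data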;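 note: 0% = DMSO treated cells and 100% = cells given Gossypol at 36 µM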
Target sequence (Q15596 whole entry, looked up, the tested form may be a part): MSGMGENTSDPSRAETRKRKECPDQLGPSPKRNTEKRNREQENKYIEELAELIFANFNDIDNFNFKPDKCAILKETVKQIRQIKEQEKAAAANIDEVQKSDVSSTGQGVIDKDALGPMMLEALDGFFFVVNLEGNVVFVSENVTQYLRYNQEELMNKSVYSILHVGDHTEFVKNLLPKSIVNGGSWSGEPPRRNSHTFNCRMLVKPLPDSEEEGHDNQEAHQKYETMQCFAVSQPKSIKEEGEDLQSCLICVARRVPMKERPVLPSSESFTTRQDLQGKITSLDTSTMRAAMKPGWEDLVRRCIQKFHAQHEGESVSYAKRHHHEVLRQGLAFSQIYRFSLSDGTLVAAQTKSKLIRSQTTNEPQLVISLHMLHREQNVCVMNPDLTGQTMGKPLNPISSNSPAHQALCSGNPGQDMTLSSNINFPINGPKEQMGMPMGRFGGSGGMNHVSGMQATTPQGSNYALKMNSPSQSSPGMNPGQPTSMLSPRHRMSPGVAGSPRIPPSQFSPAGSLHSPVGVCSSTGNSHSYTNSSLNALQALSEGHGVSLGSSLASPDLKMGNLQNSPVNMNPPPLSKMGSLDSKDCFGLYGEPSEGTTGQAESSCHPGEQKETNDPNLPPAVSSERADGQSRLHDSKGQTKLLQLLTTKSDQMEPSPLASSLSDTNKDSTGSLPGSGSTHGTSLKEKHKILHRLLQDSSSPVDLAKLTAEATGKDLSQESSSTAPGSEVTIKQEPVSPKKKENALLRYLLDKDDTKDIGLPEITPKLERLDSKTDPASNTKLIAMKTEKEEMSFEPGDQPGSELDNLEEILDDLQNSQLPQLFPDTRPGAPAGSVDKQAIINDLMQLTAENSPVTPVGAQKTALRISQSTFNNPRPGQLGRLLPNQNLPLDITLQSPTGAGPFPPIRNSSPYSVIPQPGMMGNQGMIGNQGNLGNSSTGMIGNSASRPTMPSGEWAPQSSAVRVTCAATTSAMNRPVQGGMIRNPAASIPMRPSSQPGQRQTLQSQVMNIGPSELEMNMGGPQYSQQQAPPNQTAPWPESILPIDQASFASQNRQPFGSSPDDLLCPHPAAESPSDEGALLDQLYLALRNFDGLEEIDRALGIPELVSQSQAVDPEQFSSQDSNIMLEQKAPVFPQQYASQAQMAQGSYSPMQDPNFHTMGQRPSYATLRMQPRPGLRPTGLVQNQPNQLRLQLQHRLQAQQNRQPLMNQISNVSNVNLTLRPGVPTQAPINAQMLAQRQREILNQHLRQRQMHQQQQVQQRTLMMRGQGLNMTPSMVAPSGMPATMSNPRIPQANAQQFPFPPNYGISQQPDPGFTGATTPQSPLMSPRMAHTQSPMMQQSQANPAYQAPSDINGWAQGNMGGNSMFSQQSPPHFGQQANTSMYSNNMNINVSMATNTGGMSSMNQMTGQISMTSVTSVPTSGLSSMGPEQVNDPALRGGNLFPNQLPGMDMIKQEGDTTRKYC
SRC1 inh: human NCOA1 inhibition; HEK293 GAL4-SRC1 luciferase reporter, luminescence; Q15788; inhibition, % at 3.6 µM; AID 588354; hit rate 0.12% among 360,000;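 active = inhibition above the campaign mean plus 3 SD, with each screening campaign given its own cutoff, cut at about 60% in these data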;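 note: 0% = DMSO treated cells and 100% = gossypol at 36 µM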
NR5A2 inv ag: NR5A2 inverse agonism in reporter assay; AID 602396; O00482; hit rate 0.13% among 360,000; inhibition, % at 3.6 µM; HEK293T StAR-luciferase reporter, LRH-1 transfected, 24 h;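 active = inhibition above the mean inhibition of all tested compounds plus 3 SD, cut at about 73% in these data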;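 note: 0% = DMSO wells and 100% = reporter-only cells lacking LRH-1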
TRAIL sens C8: sensitizes caspase-8 expressing cells to TRAIL; NB7+C8 cells + TRAIL, ATPlite viability luminescence; inhibition (viability loss, TRAIL sensitization), % at 10 µM; hit rate 1% among 360,000;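 active = compounds causing at least 50% loss of cell viability in the single-dose screen, relative to plate controls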
LMP1 NFkB inh: inhibitors of Epstein-Barr LMP1-induced NF-kappaB reporter | LMP1-induced NF-kappaB luciferase reporter cells, luminescence | inhibition, % at 12.5 µM | hit rate 0.69% among 350,000; in the data active = inhibition above about 41%;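 note: 0% = neutral control wells and 100% = reference inhibitor control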
NCOA3 inh: inhibits human SRC3 coactivator; HEK293 GAL4-SRC3 luciferase reporter, luminescence; inhibition, % at 3.6 µM; AID 588352; Q9Y6Q9; hit rate 0.17% among 360,000;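 active = inhibition above a per-campaign cutoff, the mean of all compounds plus 3 SD, cut at about 60% in these data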;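 note: 0% = DMSO-treated cells and 100% = gossypol-treated cells at 36 µM; higher means less SRC3-driven luciferase light from the GAL4 reporter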
CF NFkB block: inhibitors of cystic fibrosis induced NF-kB. hit rate 0.86% among 360,000. KKLEB NF-kB-GFP reporter, PAF-induced, GFP fluorescence overnight. inhibition, % at 5 µM;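 active = at least 50% inhibition at 5 µM, scaled per plate between neutral and stimulator controls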;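 note: PAF is a Pseudomonas aeruginosa culture filtrate used as stimulus; plate controls were PAF-stimulated DMSO wells for no effect and unstimulated DMSO wells for full effect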
TWEAK Fn14 block: TWEAK-Fn14 signaling inhibition. inhibition, % at 10 µM. hit rate 2% among 360,000. TWEAK-stimulated Fn14 reporter cells, luciferase luminescence, 8 h. AID 1159606; in the data active = inhibition above about 50%
* = called active by the depositor; . = not tested or not shown.

nr	compound	TROY NFkB inh	KKLEB tox	NR2F2 inh	NCOA2 inhibitor	SRC1 inh	NR5A2 inv ag	TRAIL sens C8	LMP1 NFkB inh	NCOA3 inh	CF NFkB block	TWEAK Fn14 block
1	CC(=O)Nc1cccc(C(=O)OC2CCOC2=O)c1 (stereo not drawn)	4	-5	-6	6	-1	16	-6	-9	10	-1	-15
2	CN1CCN(c2ccc(S(=O)(=O)N3CCCCC3)cc2NC(=O)Cc2ccc(Cl)cc2)CC1	5	-26	5	4	16	4	33	6	9	10	14
3	CCCN1CCN(CC(=O)Nc2nnc(CC)s2)CC1	23	-3	15	-6	1	-6	-19	-1	-1	10	-4
4	Cc1cc(-c2nnc(SCC(=O)Nc3ccc(Br)cc3F)n2N)n[nH]1	13	-21	-5	5	3	-15	-6	-4	-8	9	-8
5	CC(=O)Oc1ccc(N(C(C)=O)S(=O)(=O)c2ccc3ccccc3c2)cc1Br	44	-26	14	3	-17	3	-2	12	4	23	-10
6	CCN(CC)S(=O)(=O)c1cccc(-c2nnc(SCC(N)=O)n2C)c1	-6	7	0	-7	17	14	-6	0	18	-2	11
7	CCCCOC(=O)/C=C\C(=O)OCCCC	-12	-7	14	14	-5	17	-3	9	7	-6	14
8	Cc1onc(-c2ccccc2)c1-c1nnc(COC(=O)c2ccc(N(C)C)cc2)o1	27	0	20	-13	5	33	21	17	-2	17	54*
9	O=C(O)C1C2CCC(O2)C1C(=O)Nc1ccc(F)c(Cl)c1 (stereo not drawn)	-13	4	7	-18	-16	-1	-9	0	2	0	0
10	COCCNC(=O)C1(C)CCCN(Cc2ccc(Cl)c(Cl)c2)C1 (stereo not drawn)	-2	12	.	.	-1	6	-8	.	-5	-4	-13
11	CCS(=O)(=O)c1ccc(N)cc1	-3	-14	-8	-22	9	-11	-5	0	13	14	4
12	O=C(O)c1ccc(Nc2ccc(Cl)c(Cl)c2)c([N+](=O)[O-])c1	6	9	13	15	-4	2	12	-3	5	8	14
13	CCOCc1c(C(=O)Nc2ccccc2N2CCN(C)CC2)oc2ccccc12	-6	-15	12	14	4	66	10	9	25	-3	7
14	COc1ccc(-c2cc(-c3ccccc3)n[nH]2)c(O)c1	0	10	-46	-43	-129	-153	9	-43	-70	-25	-23
15	CCN1CCN(CC(=O)NC2CCCCC2)C(=O)C1=O	-1	-14	-3	-3	4	5	-6	0	3	-20	-21

Other compounds:
nr	compound	TROY NFkB inh	KKLEB tox	NR2F2 inh	NCOA2 inhibitor	SRC1 inh	NR5A2 inv ag	TRAIL sens C8	LMP1 NFkB inh	NCOA3 inh	CF NFkB block	TWEAK Fn14 block
16	COc1ccc(N(CC(=O)Nc2ccc(C)c(C)c2)C2=NC3CS(=O)(=O)CC3S2)cc1 (stereo not drawn)	11	16	15	0	14	-11	-8	8	4	-25	22
17	CC(=O)NC(C)(c1ccccc1)c1nc(-c2cc(F)cc(F)c2)cs1 (stereo not drawn)	4	-9	11	-12	4	-9	1	.	-6	28	-32
18	CC(=O)N1CCN(CC(C)(C)NS(=O)(=O)c2ccc(C)cc2)CC1	6	0	-9	16	-26	7	5	4	-29	4	14
19	Cc1ccc(C(=O)NNC(=O)CSc2nnc(-c3ccncc3)n2-c2ccc(C)cc2)cc1	-10	-15	-13	-19	15	-3	-5	-7	-4	-9	-37
20	Cc1ccc(Nc2nnc(-c3ccc4c(c3)OCO4)o2)c(C)c1	-55	-1	-9	-46	-28	-58	11	-22	-40	3	14
21	CN(Cc1ccccn1)C(=O)CC1C(=O)NCCN1Cc1cccc(Oc2ccccc2)c1 (stereo not drawn)	8	-4	-6	-2	-8	10	-5	2	11	7	4
22	Cc1ccc(S(=O)(=O)Nc2ccnc(-c3cccnc3)n2)cc1	10	8	13	-37	-14	9	11	-5	9	-15	6
23	Cc1ccccc1OCCn1c(S(=O)(=O)O)nc2c(N)ncnc21	-11	-5	6	0	-8	5	-14	-2	3	-4	4
24	O=[N+]([O-])c1ccccc1/C=N/NC1=NCCN1	0	0	1	-37	12	6	6	-6	12	6	8
25	Cc1ccc(C)c(NC(=O)c2cc(=O)c3ccccc3o2)c1	-39	18	2	-38	-24	-53	-9	-4	-11	2	-15
26	O=C(COC(=O)Cc1ccccc1F)Nc1ccc(F)cc1F	9	-2	-1	6	-1	7	-6	5	26	7	-18
27	O=C(NNC(=S)NCc1ccccc1)c1cccnc1	-16	-6	-18	-17	-50	9	-6	1	0	20	19
28	N#C/C(=C/c1ccncc1)c1nc2ccccc2c(=O)[nH]1	5	-11	-11	-16	8	7	-1	6	-6	13	27
29	O=C(NCC1CCC(C(=O)O)CC1)OCc1ccccc1 (stereo not drawn)	6	6	11	-10	20	9	17	-6	8	2	3
30	O=C(Nc1ncc(Cc2cccc(Cl)c2)s1)c1cccs1	9	-8	-14	-39	-80	-109	46	-43	-61	14	7

The list goes on:
nr	compound	TROY NFkB inh	KKLEB tox	NR2F2 inh	NCOA2 inhibitor	SRC1 inh	NR5A2 inv ag	TRAIL sens C8	LMP1 NFkB inh	NCOA3 inh	CF NFkB block	TWEAK Fn14 block
31	CC1CCCN(S(=O)(=O)c2cnc[nH]2)C1 (stereo not drawn)	24	7	-5	-1	-2	9	3	-3	-5	4	4
32	CCSc1nnc(NC(=O)C2CCCCC2C(=O)OCC(F)(F)C(F)F)s1 (stereo not drawn)	-5	-6	-2	10	5	2	-7	-2	2	2	7
33	O=C(c1cccc(N2C(=O)C3C4C=CC(C4)C3C2=O)c1)N1CCCCCC1 (stereo not drawn)	9	-6	0	-9	-36	-5	6	8	-5	9	0
34	CC(C)[C@H](NC(=O)c1ccccc1F)C(=O)OCC(=O)Nc1sccc1C(N)=O	13	14	10	-8	12	0	7	6	-5	-11	5
35	Cc1ccc(NC(=O)c2nc[nH]c2C(=O)NCCN(CCNC(=O)c2[nH]cnc2C(=O)Nc2ccc(C)cc2)CCNC(=O)c2[nH]cnc2C(=O)Nc2ccc(C)cc2)cc1	-18	-23	8	-15	-8	2	23	-11	2	21	19
36	O=C(NCc1ccco1)c1ccc(Cn2cc([N+](=O)[O-])cn2)o1	8	6	12	-10	8	5	3	-33	9	-10	-10
37	CCc1ccc(C(=O)NNc2ccc(F)cc2F)cc1	-12	-3	-3	21	-2	16	-6	-10	11	3	-7
38	NC(Cc1ccc(O)cc1)c1cn([C@@H](CCC(=O)O)C(=O)N2CCNCC2)nn1 (stereo partly drawn)	-26	-1	-8	4	-1	16	-2	15	-10	-12	5
39	CC(=O)N1CCN(c2ccc(NC(=O)c3ccc4c(c3)OCCO4)cc2Cl)CC1	7	9	6	-17	-21	-30	24	-7	-28	-4	-14
40	Cc1cccc(C(=O)N[C@H](C(=O)Nc2ncc(C)s2)C(C)C)c1	-1	-34	-13	33	-15	46	5	-55	9	42	24
41	CN1CCN(CCCNC(=O)c2ccc(/C=C3/Sc4ccccc4N(Cc4cccc(Cl)c4)C3=O)cc2)CC1	52*	-20	3	-1	-4	19	-14	0	14	14	-31
42	O=C(Cc1c(F)cccc1Cl)Nc1ccncc1	8	-6	15	16	-15	48	-18	4	3	11	-10
43	CSc1nc(Oc2ccc(=O)[nH]n2)nc(N(C)C)n1	-10	14	-10	33	-10	6	-4	-5	14	4	-11
44	O=c1c(C/C=C/c2ccccc2)c(O)ccn1Cc1cccc(Cl)c1	12	4	17	2	-20	-7	-4	-4	3	-5	3
45	COC(=O)c1ccc(C(=O)OCCCc2nc3ccc(N)cc3[nH]2)cc1	-4	6	-2	-16	3	20	14	7	-4	4	-10

More structures.
nr	compound	TROY NFkB inh	KKLEB tox	NR2F2 inh	NCOA2 inhibitor	SRC1 inh	NR5A2 inv ag	TRAIL sens C8	LMP1 NFkB inh	NCOA3 inh	CF NFkB block	TWEAK Fn14 block
46	CC1CC(C)CN(C(=O)c2ccc(N3CC4CC(C3)c3cccc(=O)n3C4)c([N+](=O)[O-])c2)C1 (stereo not drawn)	23	-4	6	-1	-1	-37	1	-1	12	8	-28
47	COc1ccc(-n2c(CNC(=O)COc3ccc(Cl)cc3)n[nH]c2=S)cc1	-7	15	-8	-12	-4	-3	-5	-3	-6	-14	5
48	COCCNC(=O)Nc1ccc2c(c1)N(C)C(=O)c1ccccc1S2	8	-1	-6	-1	10	-3	-3	0	15	5	4
49	CCOC(=O)N1CCC(c2[nH][nH]c(=O)c2C)CC1	2	13	-14	-63	-6	-3	-5	-2	-15	-11	-9
50	O=C(N/N=C/c1cc([N+](=O)[O-])ccc1O)c1cccc2ccccc12	3	-23	6	24	-3	19	7	5	5	16	11
51	CCCCC(CC)CN1CN(CC(CC)CCCC)CC(C)(N)C1 (stereo not drawn)	-15	0	8	-13	-20	0	23	-3	-23	8	2
52	CCN(CC(=O)Nc1c(C(=O)OC)[nH]c2ccc(Cl)cc12)c1ccc2c(c1)OCO2	-3	-11	-11	-1	0	22	-4	1	3	5	5
53	CCOC(=O)N1CCN(C(=O)c2ccc3c(c2)N(Cc2ccc(C)cc2)CCS3)CC1	33	8	3	-29	5	-16	10	18	13	18	15
54	COc1cc(Cn2c(=O)c3c(OC)c(C)cnc3n(C)c2=O)cc(OC)c1	1	5	5	-16	-29	8	2	6	-26	-7	-5
55	CN1CCC(N(C)S(=O)(=O)c2ccc(C(C)(C)C)cc2)CC1	13	-10	-15	-13	4	-1	4	-4	9	3	8
56	CC(C)Nc1nc(NC(C)C)nc(OCCOC(=O)Nc2ccccc2)n1	-63	2	-80	-44	-36	-66	3	-15	-18	2	-24
57	O=C(CS(=O)(=O)c1c[nH]c2ccccc12)N1CCc2ccccc21	0	1	0	-1	-20	18	-9	-5	-25	-11	-10
58	CCC(C(=O)Nc1ccc2c(c1)OCCO2)c1ccccc1 (stereo not drawn)	36	9	8	-10	7	-3	0	-3	12	-11	38
59	Nc1ccc2oc(-c3ccccc3Cl)cc(=O)c2c1O	-61	-11	-37	-66	-76	-58	19	3	-131	25	-1
60	CC(NC(=O)c1ccc(S(=O)(=O)Nc2ccccc2)cc1)c1ccc(S(N)(=O)=O)cc1 (stereo not drawn)	3	-9	-8	13	-14	-11	4	2	26	23	3
